High-throughput results deposited in PubChem by several laboratories.
DAX1 inh-1 = blocks DAX1 repression of SF-1 activated StAR promoter | HEK293T StAR-luciferase reporter, SF-1/DAX-1 repression relief | inhibition, % at 6.8 µM | hit rate 1.1% among 370,000 | AID 652010;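 active means inhibition above the mean over all tested compounds plus 3 SD, cut at about 3.6% in these data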;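 further: 0% = DAX-1 cells with DMSO and 100% = cells lacking DAX-1 with DMSO; higher inhibition means more luminescence from relief of DAX-1 repression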
ssDAF12 agonist = activates DAF-12 receptor from parasite S. stercoralis. HEK293 ssDAF-12/GRIP1 lit1-tk-luc reporter, luminescence; % of 3 µM dafachronic acid response. activation, % at 6.8 µM. hit rate 1% among 370,000;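 active means activation above the mean over all tested compounds plus 3 SD, cut at about 0.9% in these data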;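 further: 0% = DMSO-only wells and 100% = 3 µM delta7-dafachronic acid wells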
hcDAF-12 act = activates DAF-12 receptor from parasite H. contortus; HEK293 hcDAF-12 lit1-tk-luc reporter, luminescence; 0% DMSO, 100% Δ7-dafachronic acid; activation, % at 6.8 µM; hit rate 1.4% among 370,000; AID 652067;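 active means activation above the mean of all tested compounds plus 3 SD, cut at about 5.5% in these data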;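 further: 100% = response to 3 µM Δ7-dafachronic acid high control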
GC-B act = GC-B (human) receptor activation; P20594; hit rate 0.11% among 370,000; HEK293-GC-B cells, CNP EC30, cGMP TR-FRET; 0% at EC30 CNP, 100% saturating CNP; AID 1920062; activation, % at 10 µM;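 active means activation at 10 µM reaching about 35% in either raw or pattern-adjusted values, limit read from the data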
DAX1 inh-2 = NR0B1 (DAX1) inhibition. inhibition, % at 6.75 µM. HEK293 Gal4-DAX1 luciferase reporter, luminescence. P51843. hit rate 0.99% among 340,000. AID 504766;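 active means inhibition above the mean over all tested compounds plus 3 SD, cut at about 4.2% in these data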;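 further: 0% = DAX1-transfected cells with DMSO and 100% = empty-vector control cells with DMSO; inhibition shows as a rise in luminescence from relieved DAX1 repression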
Target sequence (P51843 207-470 limits assumed): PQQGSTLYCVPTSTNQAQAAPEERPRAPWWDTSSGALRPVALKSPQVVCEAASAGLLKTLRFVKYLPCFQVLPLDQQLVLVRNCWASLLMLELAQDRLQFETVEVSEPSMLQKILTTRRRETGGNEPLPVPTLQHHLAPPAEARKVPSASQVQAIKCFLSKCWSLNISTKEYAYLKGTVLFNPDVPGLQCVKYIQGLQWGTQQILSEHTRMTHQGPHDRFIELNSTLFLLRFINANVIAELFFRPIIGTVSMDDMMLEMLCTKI
hgDAF-12 ag = activates the H. glycines DAF-12 receptor ligand-binding domain | HEK293 GAL4-hgDAF12 UAS-luciferase reporter, agonist luminescence; normalized to butyrate control | activation, % at 6.8 µM | AID 687014 | hit rate 1.8% among 370,000;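 active means activation above a cutoff set at the mean of all screened compounds plus 3 SD, cut at about 10% in these data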;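 further: 0% = DMSO wells and 100% = sodium butyrate wells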
HGIII-sPLA2 inh = Inhibits HGIII-sPLA2 liposome hydrolysis, primary screen; inhibition, % at 12.2 µM; hit rate 0.56% among 370,000; QFRET BODIPY PC-A2 liposome hydrolysis, fluorescence; Q9NZ20;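 active means inhibition above mean plus 3 SD of compounds lying within the high and low control bounds, cut at about 19% in these data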;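 further: 0% = median of test compound wells and 100% = no enzyme DMSO wells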
Target sequence (Q9NZ20 whole entry, looked up): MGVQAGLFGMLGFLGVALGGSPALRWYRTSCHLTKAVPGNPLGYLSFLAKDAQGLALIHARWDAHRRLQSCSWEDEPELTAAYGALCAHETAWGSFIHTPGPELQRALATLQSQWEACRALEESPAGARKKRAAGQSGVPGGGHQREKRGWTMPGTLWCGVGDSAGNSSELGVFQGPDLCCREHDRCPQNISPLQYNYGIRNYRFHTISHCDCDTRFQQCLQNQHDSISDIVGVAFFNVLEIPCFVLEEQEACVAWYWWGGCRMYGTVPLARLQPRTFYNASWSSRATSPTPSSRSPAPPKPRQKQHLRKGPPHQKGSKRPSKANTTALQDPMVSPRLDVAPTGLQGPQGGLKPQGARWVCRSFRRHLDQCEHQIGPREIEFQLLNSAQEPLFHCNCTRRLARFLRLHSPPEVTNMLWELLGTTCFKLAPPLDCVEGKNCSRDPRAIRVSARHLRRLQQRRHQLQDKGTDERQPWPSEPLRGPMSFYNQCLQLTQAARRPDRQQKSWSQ
GAA850 FXN act = activators of GAA850 frataxin (FXN) promoter | hit rate 0.56% among 360,000 | HEK293 lucGAA850 FXN promoter luciferase reporter, 24 h; percent of 10 µM SAHA response | activation, % at 6 µM;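 active means activation above the average of all compounds screened plus 3 SD, cutoff fixed separately per campaign, cut at about 7.5% in these data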;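 further: 0% = DMSO wells and 100% = 10 µM SAHA wells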
NPR1 activator = GC-A (human) enzyme activation | P16066 | HEK293 GC-A cells, cGMP TR-FRET, EC30 ANP; 0% at EC30 ANP, 100% saturating ANP | activation, % at 10 µM | hit rate 0.14% among 370,000 | AID 1671463; in the data active means activation above about 40%
SMARCA2 act = increases SMARCA2 function in MMTV reporter cells. hit rate 1% among 370,000. activation, % at 9.1 µM. MG213 cells, MMTV-luciferase reporter, dexamethasone, overnight; in the data active means activation above about 7.8%;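 further: 0% = vehicle wells and 100% = reference activator wells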
KLK7 zymogen act = activates the human kallikrein-7 zymogen; hit rate 0.9% among 370,000; activation, % at 7 µM; P49862; purified proKLK7, EDANS-DABCYL substrate fluorescence; 100% is mature enzyme control, 0% vehicle;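 active means activation above the mean of all tested compounds plus 3 SD, computed per campaign excluding outliers beyond control limits, cut at about 13% in these data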
Target sequence (P49862 whole entry, looked up): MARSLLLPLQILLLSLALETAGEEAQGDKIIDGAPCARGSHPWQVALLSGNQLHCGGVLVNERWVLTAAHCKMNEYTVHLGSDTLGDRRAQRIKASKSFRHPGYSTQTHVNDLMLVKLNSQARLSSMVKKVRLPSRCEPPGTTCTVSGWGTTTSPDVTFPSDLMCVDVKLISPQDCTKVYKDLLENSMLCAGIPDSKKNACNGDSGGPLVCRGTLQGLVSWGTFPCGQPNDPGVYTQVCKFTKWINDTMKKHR
* marks the source's active call; other numbers are inactive results; · = not tested or not shown. Random draw from the library; any-hit rate near 6.7%.

Preview:
SMILES	GAA850 FXN act	DAX1 inh-1	hgDAF-12 ag	DAX1 inh-2	GC-B act	ssDAF12 agonist	HGIII-sPLA2 inh	KLK7 zymogen act	NPR1 activator	hcDAF-12 act	SMARCA2 act
O=C(CC1C(=O)NCCN1Cc1cccc(Oc2ccccc2)c1)NCCc1cscn1 (stereo not given)	-1.2	-0.7	-1.1	-1.3	2	-1.4	-6	0.3	-3	0.6	-2
Cc1cc(C)cc(OC(C)C(=O)Nc2ccccc2C(=O)NCc2cccnc2)c1 (stereo not given)	0.0	-0.2	-2.1	-0.2	-10	-1.6	-9	-0.1	-10	-2.6	2
O=C(Nc1ccc2c(c1)OCO2)c1csc([C@H]2C[C@H](O)[C@@H](CO)O2)n1	2.2	-0.7	-0.3	·	1	-0.9	4	-0.6	1	-0.4	-7
CCC(C(=O)OCCOCCN(CC)CC)c1ccccc1 (stereo not given)	2.3	0.9	-1.8	·	1	-0.7	20*	-1.2	-5	-0.2	-4

Main list, from the start:
SMILES	GAA850 FXN act	DAX1 inh-1	hgDAF-12 ag	DAX1 inh-2	GC-B act	ssDAF12 agonist	HGIII-sPLA2 inh	KLK7 zymogen act	NPR1 activator	hcDAF-12 act	SMARCA2 act
O=C(CC1C(=O)NCCN1Cc1cccc(Oc2ccccc2)c1)NCCc1cscn1 (stereo not given)	-1.2	-0.7	-1.1	-1.3	2	-1.4	-6	0.3	-3	0.6	-2
Cc1cc(C)cc(OC(C)C(=O)Nc2ccccc2C(=O)NCc2cccnc2)c1 (stereo not given)	0.0	-0.2	-2.1	-0.2	-10	-1.6	-9	-0.1	-10	-2.6	2
O=C(Nc1ccc2c(c1)OCO2)c1csc([C@H]2C[C@H](O)[C@@H](CO)O2)n1	2.2	-0.7	-0.3	·	1	-0.9	4	-0.6	1	-0.4	-7
CCC(C(=O)OCCOCCN(CC)CC)c1ccccc1 (stereo not given)	2.3	0.9	-1.8	·	1	-0.7	20*	-1.2	-5	-0.2	-4
Cc1ccc(S(=O)(=O)Nc2nsc(N)n2)cc1	2.6	0.0	1.4	0.6	6	-1.8	9	-0.1	0	0.5	-4
COc1ccc(N2CCN(S(=O)(=O)Cc3ccccc3)CC2)cc1	-0.3	0.6	3.1	0.3	0	-1.9	-2	0.0	2	-1.0	-6
CC(C)CNc1ncnc2c1sc1nc(N3CCOCC3)c3c(c12)CC(C)(C)OC3	0.3	0.0	1.1	1.9	39*	-1.3	-1	-0.2	42*	0.9	0
CCN1CCN(c2ccc(S(=O)(=O)N3CCOCC3)cc2NC(=O)c2ccc(OCC(C)C)cc2)CC1	-0.1	-0.7	2.3	0.2	-2	-1.1	-6	-0.1	-4	0.1	1
CCOC(=O)c1sc(-c2ccccc2)cc1NC(=O)Nc1ccccc1	-1.0	-0.4	-4.0	-0.8	-2	-1.7	4	-16	-2	-2.0	-3
O=C(C1CCCN(S(=O)(=O)c2cccc3nsnc23)C1)N1CCCCCC1 (stereo not given)	1.6	0.9	-0.2	-1.1	5	-1.4	4	0.0	0	-0.6	-3
O=C(COC(=O)c1ccc(F)cc1Cl)NC1CCS(=O)(=O)C1 (stereo not given)	-0.1	-0.7	1.8	0.8	-1	-1.5	10	0.0	2	-1.8	-3
O=C(CN(Cc1ccccc1)S(=O)(=O)c1cccc(C(F)(F)F)c1)NC1CCCCC1	-1.3	0.3	-2.1	0.9	-3	-0.9	12	-0.2	-2	-0.2	-1
COCC1CCN(C(=O)C2CCC(=O)N(Cc3cccc(F)c3)C2)CC1 (stereo not given)	0.9	0.9	-0.5	0.6	0	-1.2	4	-0.4	5	-0.9	2
Cc1ccc(-c2nc3ccccc3c(=O)n2-c2c(C)n(C)n(-c3ccccc3)c2=O)cc1	0.6	0.2	0.2	2.3	11	-1.3	18	0.0	3	-2.0	-7
COc1ccccc1OCc1cc(C(=O)NCCN2CCCC(O)C2)no1 (stereo not given)	-0.1	1.3	2.0	0.6	6	-0.6	0	-0.5	4	-0.9	0
COc1ccccc1OCCC(=O)Nc1cccc(S(=O)(=O)N2CCCCC2)c1	1.3	-0.1	-2.6	-0.5	0	-1.6	-9	-0.5	2	-3.2	-4
CC(=O)c1ccc(S(=O)(=O)NCc2nnnn2-c2ccccc2)cc1	0.0	-1.1	0.1	0.0	0	-1.1	-2	-0.1	1	0.7	0
CCOC(=O)C(C(=O)OCC)N(C#N)c1nc(N(C)C)nc(N(C)C)n1	-0.4	0.3	3.4	-0.3	5	-1.3	-1	-0.2	0	0.0	-1
Oc1ccc(Br)cc1C=Nc1ccc2c3c(cccc13)CC2	3.5	-1.0	-0.7	-0.9	-5	-1.7	-119	-20	-2	-0.6	-4
CCn1c(CNc2ccc(Cl)cc2)nnc1SCc1ccccc1	-1.2	-1.3	-1.4	0.1	-10	-2.0	-14	-0.2	-10	-3.1	-4
NS(=O)(=O)c1cc(C(=O)N2CCNC(=O)C2)ccc1Cl	0.3	0.3	1.8	0.5	4	-1.1	-3	0.1	4	-1.2	-1
CC1(C(=O)NCC2CC2)Cc2c(-c3cccc(C(F)(F)F)c3)ccnc2O1 (stereo not given)	-3.5	-2.0	-2.7	·	0	-1.7	3	0.4	-2	-3.7	1
COCCNC(=O)Cc1ccc(F)cc1	1.7	0.4	2.8	-0.1	2	-1.4	4	-0.7	4	0.1	-1
CCn1cnc2c(cnn2-c2ccccc2)c1=O	0.3	0.2	2.9	1.6	-4	-1.2	0	-0.1	-2	0.6	-1
COc1ccc(NC(=O)c2cccc(S(=O)(=O)N3CCN(c4ccccc4)CC3)c2)c(OC)c1	-0.1	-3.9	-0.9	-0.5	0	-1.4	3	0.0	-1	-2.4	-2
CN(C(=O)COC(=O)c1ccccc1OCc1ccc(Cl)cc1)c1c(N)n(Cc2ccccc2)c(=O)[nH]c1=O	-8.7	0.1	1.5	1.2	-12	-0.5	1	0.3	-6	0.3	-1
COc1ccc(CNC(=O)C/C(C)=N/NC(=O)c2ccccc2OC)cc1	-0.4	0.4	5.2	-0.4	-3	-0.1	-4	0.0	0	3.2	2
O=C(c1cn(Cc2ccccc2)nc1-c1cccnc1)N1CCN(Cc2ccccc2)CC1	1.3	-0.3	0.2	-0.1	5	-1.7	-5	-0.1	-2	-0.1	1
COc1cccc(-n2cnc(=O)c3cccnc32)c1	0.1	-0.1	1.1	0.1	5	-0.9	-6	0.0	0	-0.4	2
CCOC(=O)N1CCN(c2ccc(C(C)=O)cc2F)CC1C (stereo not given)	0.5	-0.5	-2.1	-1.1	-4	-0.6	8	-1.0	2	-0.3	-4
FC(F)(F)c1nnc(-c2ccccc2)nc1Sc1ccc(Cl)cc1	-0.2	-0.8	1.9	0.7	-3	-1.5	6	-0.5	0	-0.9	-2
O=C(CSCC(=O)NCc1ccco1)NCc1ccco1	0.8	-0.8	-0.4	0.5	2	-0.8	5	-0.4	-3	-1.8	0
CC(=O)c1cccc(NC(=O)Cn2cnc(S(=O)(=O)N3CCc4ccccc43)c2)c1	-1.1	-0.8	-3.1	0.0	-3	-0.8	-5	-0.1	3	-1.1	4
Cn1cnc([N+](=O)[O-])c1Sc1nc(N)nc2c1ncn2C1CC(O)C(CO)O1 (stereo not given)	-0.6	-2.4	4.5	0.7	3	-1.2	11	-0.3	4	-1.1	3
C1=C(c2ccc(-c3ccccc3)cc2)Nc2ncnn2C1c1ccco1 (stereo not given)	2.1	3.0	5.1	0.3	-6	-0.4	-11	-21	5	3.7	3
CCCCN1C(=O)C(CC(=O)NCCCN(C)C)CC(C(=O)N2CCCCCC2)=C1C (stereo not given)	·	0.7	3.5	·	0	-0.7	7	-1.1	4	0.5	-5
COc1ccc(CCNC(=O)Cn2nnc3ccccc3c2=O)cc1	2.3	0.5	-1.6	-0.6	0	-0.2	0	0.1	4	-0.5	-2
CCOC(=O)N1CCC(NC(=O)CCc2c(C)nc3nc(C)nn3c2C)CC1	-1.9	0.1	1.6	1.4	1	-0.9	-1	-0.2	0	-1.2	2
O=C(COC(=O)c1ccc(F)cc1)NCC1CCCCC1	1.5	-1.2	0.3	1.2	4	-0.7	1	-0.6	3	0.4	-2
O=C(NCCN1C(=O)S/C(=C\c2cccnc2)C1=O)C1CC(=O)N(Cc2ccco2)C1 (stereo not given)	0.0	-0.2	1.6	0.3	2	1.2*	6	0.2	-2	4.0	3
COCCN(C(=O)CNC(=O)c1cccs1)C(C(=O)NC1CCCC1)c1cccs1 (stereo not given)	-2.0	0.4	-1.5	-0.7	-1	-1.2	-7	0.0	2	0.1	0
COc1ccc(-c2nc(CS(=O)CC(=O)NC3CCCCC3)c(C)o2)cc1 (stereo not given)	0.3	-0.5	-0.4	0.6	-2	-1.4	2	-0.2	-1	-1.5	-2
Cc1cccc(C(=O)NNC(=O)CCn2nnc3ccccc32)c1	-1.1	0.2	-1.1	-0.1	-1	-0.4	0	0.1	3	-0.9	-6
Cc1ccc(OCc2cc(C(=O)NC(C)Cc3cccc(C)n3)no2)cn1 (stereo not given)	-1.9	-0.9	-1.3	-0.1	0	-1.4	4	0.3	3	-1.8	-4
CCOCC(=O)Nc1ccc(Br)c(C)c1	5.1	-0.7	6.7	·	-2	0.8	-4	0.2	3	0.5	1
CC(C)C[C@@H]1Cc2[nH]c(=S)[nH]c(=O)c2[C@H](CCc2ccccc2)O1	·	1.9	0.1	·	0	-0.8	10	-0.5	-2	-0.4	-6
Cc1noc(C)c1COC(=O)c1ccccc1NC(=O)Cc1ccccc1	2.0	-0.6	1.3	-1.4	-3	-1.8	-5	-0.3	-1	-0.8	3
O=C(NCc1ccco1)C1CCCN(S(=O)(=O)c2ccccc2F)C1 (stereo not given)	·	0.1	-1.5	·	3	-1.1	3	0.4	4	-2.8	-2
Clc1ccccc1OCCN1CCC(Cc2ccccc2)CC1	-0.1	0.2	3.1	-2.2	-5	-1.2	-9	-0.3	-7	0.7	-2
COc1ccc(N/N=C(C)/C(=N/O)C(=O)Nc2ccccc2)cc1	-4.8	-0.8	0.8	-0.5	-3	-1.1	-30	0.1	-11	0.7	0
NCCCNc1ccc([N+](=O)[O-])cc1C(F)(F)F	1.3	-0.1	4.0	-0.2	-5	-0.4	10	-0.3	-2	-1.3	1
COCCSc1ccccc1C(=O)Nc1ccccc1C#N	0.1	0.0	-3.2	-0.3	-2	-1.0	5	0.0	1	-1.1	-4
Clc1ccccc1-c1nnn(Cc2ccc(-c3nn[nH]n3)cc2)n1	-2.2	-0.3	0.1	1.3	5	-1.3	-9	-0.7	0	-1.4	-1
